# Source: PubChem
# phage Ecoli inh: growth loss of phage-infected E. coli, primary screen, RecBCD inhibitor project, absorbance, with phage, HTS. inhibition, % at 11.9 µM. actives 0.26% (n = 360,000); in the data active means inhibition above about 11%
# Wnt act: Wnt/beta-catenin pathway activators, primary screen, cell-based, plate reader, single point; activation, % at 9.35 µM; actives 1.2% (n = 300,000); Wnt/beta-catenin reporter cell assay, activator; in the data active means activation above about 30%, passing the limit was not always enough;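 further: 0% = neutral control wells and 100% = positive control wells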
# Active calls of the source: *. These rows are one share of the data; rates above refer to the full screens.
SMILES,phage Ecoli inh,Wnt act
C#CCNC(=O)C[C@H]1C[C@@]2(C(=O)OC)C(=C[C@H](C3CCCC3)O[C@@H]2C)N(CCCCCCCC)C1=O,8.1,-9
Cc1cc(C)c(C(O)c2ncc(-c3ccccc3F)[nH]2)c(C)c1 (stereo not drawn),0.9,-1
COc1ccc2c(CN3CCN(c4ccccc4OC)CC3)cc(=O)oc2c1,-1.6,-4
N#Cc1ccc(-c2nc3c4ccccc4ccn3c2Cc2cccc(Cl)c2)cc1,1.2,-1
COC(=O)c1cnc(NC(=O)C2(C)CCCN(C(C)=O)C2)s1 (stereo not drawn),1.9,-4
NS(=O)(=O)c1ccc(N2N=C(c3ccccc3)CC2c2ccc(Br)cc2)cc1 (stereo not drawn),2.5,-15
COc1ccc(-c2coc3c(C(=O)NCCN4CCOCC4)cccc23)c(C)c1,0.0,-1
O=C(CSc1nnc(-c2c[nH]c3ccccc23)n1C1CC1)NC1CCS(=O)(=O)C1 (stereo not drawn),3.9,0
COc1ccc(S(=O)(=O)N2CCN(C(=O)c3ccc(COc4ccccc4)o3)CC2)cc1,3.6,0
CC(=O)Nc1cc(-c2ccc(C(=O)NC3CC3)cc2)cn2c(-c3ccc(F)c(Cl)c3)cnc12,3.0,-12
Cc1ccc2c(CN3CCN(c4ccccc4F)CC3)cc(=O)oc2c1,0.9,-1
Cc1ccc(S(=O)(=O)N2CC3=C(c4ccccc4)CC4(C)C(=O)C(C)(C)CC4=C3C2)cc1 (stereo not drawn),2.2,1
COc1cc(OC)cc(C2=Cc3ccc(OC)cc3C(CC(C)=O)N2c2ccc(-c3cccs3)cc2)c1 (stereo not drawn),2.0,-1
CCOC(=O)[C@]12CCC=C1N(Cc1cccc3ccccc13)C(=O)[C@H](CC(=O)N1CCSCC1)C2,1.7,0
C[C@@H](CN1C2=NC[C@@H](Cc3ccccc3)N2C[C@H]1Cc1ccc(O)cc1)NC(=O)CCC1CCCCC1,2.5,-2
COc1ccc(C(C)(O)c2nc(-c3cccs3)cs2)cc1 (stereo not drawn),2.7,-1
O=C(O)c1ccc(Cl)c(NC(=O)C2CCN(S(=O)(=O)c3cccs3)CC2)c1,1.7,-1
COc1ccc(CC(N)c2csc(NC(=O)Nc3ccc(C(C)C)cc3)n2)cc1 (stereo not drawn),4.1,1
CCCCOCCCNC(=O)C[C@@H]1C[C@@]2(C(=O)OC)CCCCC=C2N(Cc2ccccc2)C1=O,-0.1,3
C[C@@H]1CN(c2ccc(N3CCN(C(=O)OC(C)(C)C)C[C@H]3C)cc2C#N)CCN1Cc1ccccc1,4.4,15
CCNC(=O)C1CCCN(C(=O)Cc2ccc3ccccc3c2)CC1 (stereo not drawn),3.7,-1
CCCCCCc1cc2cc(-c3nnc(-c4cccc(OC)c4)o3)c(=O)oc2cc1O,2.9,-2
C[C@@H]1CN([C@H](C)CO)S(=O)(=O)c2ccc(C#Cc3ccccc3F)cc2O[C@@H]1CN(C)C(=O)Cc1ccccc1,5.6,-2
COc1ccc(-c2nc3c(Cl)cc(C(F)(F)F)cn3c2Cc2ccccc2C(F)(F)F)cc1OC,2.0,0
CC(C)(C)c1ccc(S(=O)(=O)NC(=O)C2(C)CCN2C(=O)Cc2ccc(Cl)cc2Cl)cc1 (stereo not drawn),3.3,1
Cc1nn(CC(=O)NC2CCCCC2)c(C)c1[N+](=O)[O-],2.6,1
C#Cc1cccc(Nc2nc(NCc3ccccc3)nc3ccsc23)c1,0.5,-1
Cc1ccc(-c2cnc3c(Nc4cccc(OC(F)(F)C(F)F)c4)nccn23)cc1,-1.3,-1
CCOC(=O)C1=CCN(S(=O)(=O)c2ccc(C)cc2)C1c1cccc(Cl)c1 (stereo not drawn),2.1,-3
COC(=O)[C@@]12C[C@@H](CC(=O)N3CCN(C(=O)C4CC4)CC3)C(=O)N(Cc3ccc4c(c3)OCO4)C1=CCC(C)(C)C2,3.0,-1
CC(C)c1[nH]nc2c1C(c1cccc(C(F)(F)F)c1)N(Cc1ccccc1)C2=O (stereo not drawn),-0.5,-1
CSc1ccc(Cn2c(C)c(C(=O)NCc3cccc(C(F)(F)F)c3)sc2=O)cc1,2.7,-7
Cc1ccc(S(=O)(=O)Nc2nc(CN3CCOCC3)nc3sc(C(=O)O)c(C)c23)cc1,2.9,1
CCOC1=C2CN(S(=O)(=O)c3ccc(C)cc3)[C@H](c3cccs3)C[C@H]2[C@H]2C(=O)N(c3ccccc3)C(=O)[C@H]2C1,-0.2,-2
CCC(C(=O)NC1CCCC1)n1c(-c2ccccn2)nc2ccccc21 (stereo not drawn),-1.5,-1
c1ccc(-c2nn3c(-c4ccccc4)nnc3o2)cc1,1.9,12
COc1ccccc1Cc1c(-c2cccc(Cl)c2)nc2ccc(Cl)cn12,1.6,3
CCOc1ccc(S(=O)(=O)N2CCCC2)c2ccccc12,2.7,-1
Cc1cc(C)c(Nc2n[nH]c(=S)s2)cc1C,3.5,0
CCc1nc2ccc(C(=O)NC3CCN(C)CC3)cn2c1N(C)CCC(C)C,-1.6,-3
COC(=O)[C@@]1(Cc2ccc(F)cc2)[C@H]2c3cc(C(=O)N4CCCC4)n(Cc4ccc(OC(F)(F)F)cc4)c3C[C@H]2CN1C(=O)c1ccccc1,3.0,-3
CCCCOCC1CN(CCCC)S(=O)(=O)c2c(cccc2Sc2ccc(SC)cc2)O1 (stereo not drawn),1.7,6
COc1ccc(S(=O)(=O)N(C)C[C@@H]2Oc3cc(Br)ccc3S(=O)(=O)N([C@H](C)CO)C[C@@H]2C)cc1,1.7,-3
Cc1c(S(=O)(=O)c2ccccn2)c(N)n(Cc2cccc(Cl)c2)c1C,2.4,-2
C[C@@H]1CNCCN1c1ccc(N2CCN(Cc3ccccc3)[C@@H](C)C2)c(C#N)c1,0.8,-9
Clc1ccc(-c2cccc3nccn23)c(Cl)c1,1.2,0
CC(C)C[C@@H]1CC2=C(C(=O)OC(C)(C)O2)[C@H](c2ccc(Cl)cc2)O1,3.6,-1
Cn1nc(C(C)(C)C)cc1N1C(=O)CCC1(C)C(=O)Nc1ccc2ccccc2c1 (stereo not drawn),3.4,-2
COCCN1C[C@@H](CO)O[C@@H](n2cnc3c(N4CCCC4)ncnc32)C1,0.0,-3
CCOC1=C2[C@@H](CN(S(=O)(=O)c3ccc(C)cc3)[C@H]2c2ccccc2Cl)[C@H]2C(=O)N(C(C)(C)C)C(=O)[C@H]2C1,2.7,-3

# 15 structures out of the list, ordered by count of non-hydrogen atoms, ascending:
SMILES,phage Ecoli inh,Wnt act
Cc1cc(C)c(Nc2n[nH]c(=S)s2)cc1C,3.5,0
c1ccc(-c2nn3c(-c4ccccc4)nnc3o2)cc1,1.9,12
COc1ccc(C(C)(O)c2nc(-c3cccs3)cs2)cc1 (stereo not drawn),2.7,-1
COC(=O)c1cnc(NC(=O)C2(C)CCCN(C(C)=O)C2)s1 (stereo not drawn),1.9,-4
Cc1c(S(=O)(=O)c2ccccn2)c(N)n(Cc2cccc(Cl)c2)c1C,2.4,-2
COc1ccccc1Cc1c(-c2cccc(Cl)c2)nc2ccc(Cl)cn12,1.6,3
CCOC(=O)C1=CCN(S(=O)(=O)c2ccc(C)cc2)C1c1cccc(Cl)c1 (stereo not drawn),2.1,-3
COc1ccc2c(CN3CCN(c4ccccc4OC)CC3)cc(=O)oc2c1,-1.6,-4
O=C(CSc1nnc(-c2c[nH]c3ccccc23)n1C1CC1)NC1CCS(=O)(=O)C1 (stereo not drawn),3.9,0
Cc1ccc(S(=O)(=O)Nc2nc(CN3CCOCC3)nc3sc(C(=O)O)c(C)c23)cc1,2.9,1
CCCCOCC1CN(CCCC)S(=O)(=O)c2c(cccc2Sc2ccc(SC)cc2)O1 (stereo not drawn),1.7,6
CCOC(=O)[C@]12CCC=C1N(Cc1cccc3ccccc13)C(=O)[C@H](CC(=O)N1CCSCC1)C2,1.7,0
C[C@@H]1CN(c2ccc(N3CCN(C(=O)OC(C)(C)C)C[C@H]3C)cc2C#N)CCN1Cc1ccccc1,4.4,15
CCOC1=C2[C@@H](CN(S(=O)(=O)c3ccc(C)cc3)[C@H]2c2ccccc2Cl)[C@H]2C(=O)N(C(C)(C)C)C(=O)[C@H]2C1,2.7,-3
C[C@@H]1CN([C@H](C)CO)S(=O)(=O)c2ccc(C#Cc3ccccc3F)cc2O[C@@H]1CN(C)C(=O)Cc1ccccc1,5.6,-2

# Later entries:
SMILES,phage Ecoli inh,Wnt act
O=S(=O)(O)Sc1ccccc1,3.1,3
CCCc1c(C(=O)N/N=C/c2ccoc2)nnn1-c1nonc1N,1.7,-1
NCc1csc(Nc2ncccn2)n1,0.9,-2
CS(=O)(=O)N(CC(=O)N1CCCC1)c1cccc(C(F)(F)F)c1,2.9,-4
COc1ccc(N2CCN(C(=O)C(=O)c3cc(OC)c4ccccc4c3)CC2)cc1,2.2,-2
CC1(C(=O)NCCC(F)(F)F)Cc2c(-c3ccccc3)ccnc2O1 (stereo not drawn),3.6,-3
CC(=O)Nc1ccc(NC(=O)C(NC(=O)c2ccc(Cl)cc2)C(C)C)cc1 (stereo not drawn),1.0,1
CCC(=O)N1CCC1(C)C(=O)Nc1ccc2nc(C)ccc2c1 (stereo not drawn),0.8,20
CC(Sc1nc2ncc(Cl)cc2[nH]1)C(=O)Nc1ccccc1[N+](=O)[O-] (stereo not drawn),3.0,-1
COc1ccccc1CN1C(=O)C(C)ON=C1c1ccccc1F (stereo not drawn),1.1,-2
C[C@H]1CN([C@@H](C)CO)S(=O)(=O)c2ccc(-c3cncnc3)cc2O[C@H]1CN(C)C(=O)NC1CCCC1,-1.0,-7
CC1(C(=O)NS(=O)(=O)c2ccccc2)CCN1C(=O)Cc1ccccc1Cl (stereo not drawn),6.9,1
C[C@@H]1CN([C@H](C)CO)C(=O)c2cc(Br)cnc2O[C@@H]1CN(C)C(=O)c1ccccc1,0.8,-2
CC(c1nc2ccccc2[nH]1)n1c(-c2ccncc2)nc2ccccc21 (stereo not drawn),1.9,6
CCCN(CCC)Cc1cc(=O)oc2cc(OC)c(Cl)cc12,2.4,-2
COc1ccc(NC(=O)N(C)[C@H]2C[C@H]3c4[nH]c5ccccc5c4CCN3C(=O)[C@H]2[C@H](C)O)cc1,1.8,6
Cc1ccc(-c2nc3ncccn3c2N)cc1,2.5,-1
Cc1cc(C)cc(Cn2cc(CN3CC(N4CCN(C)CC4)CS3(=O)=O)nn2)c1 (stereo not drawn),3.5,-3
CC1(Oc2ccc(CC#N)cc2)CCN(Cc2ccc(-n3ccnc3)cc2)C1 (stereo not drawn),0.5,-1
COc1cc(NC(=O)CCl)ccc(=O)c1,2.2,-8
CCOC(=O)C1=C(C)NC(C)=C(C(=O)OCC)C1C(=O)OCC(=O)Nc1ccc(NC(C)=O)cc1,3.8,-2
CC1(C(=O)NS(=O)(=O)C2CC2)CCN(C(=O)c2c(F)cccc2F)C1 (stereo not drawn),3.0,-5
C[C@@H]1CN([C@@H](C)CO)C(=O)CCCn2nncc2CO[C@H]1CN(C)Cc1cccc2c1OCCCO2,3.5,-1
O=C(Nc1ccc(F)c(Cl)c1)C1Cc2c(-c3ccc4c(c3)OCO4)ccnc2O1 (stereo not drawn),0.5,-1
COC(=O)[C@@]12C[C@@H](CC(=O)NCCC(C)C)C(=O)N(Cc3ccccc3)C1=CCC(C)(C)C2,0.6,-3
Oc1ccc(-c2cnc3c(Nc4cccc(OC(F)(F)C(F)F)c4)nccn23)cc1,4.6,7
COC(=O)N1C[C@H](OC(=O)c2ccc(-c3ccccc3)cc2)[C@H]2C[C@@H]1c1ccccc1O2,0.2,-3
Cc1c(C(=O)c2ccc(F)cc2F)c2ccccn2c1CCc1ccccn1,4.3,-7
COc1ncnc2c1ncn2CCCN1CCN(C(=O)C2CC2)CC1,1.5,0
CC1=C(C(=O)N(C)C)CC(CC(=O)NCCc2ccccn2)C(=O)N1CCCN1CCCC1=O (stereo not drawn),1.2,-2
COc1ccc(-c2nc3ccc(Br)cn3c2Cc2ccsc2)cc1OC,4.5,0
CCNC(=O)C1(C)CCCN(C(=O)c2cccc(C)c2C)C1 (stereo not drawn),2.3,-1
COC(=O)C1=C(C)N(Cc2cccc(C(F)(F)F)c2)C(=NCc2cc(OC)c(OC)c(OC)c2)NC1c1cccc(F)c1 (stereo not drawn),4.1,-7
COC(=O)[C@@]1(Cc2ccc(F)cc2)[C@H]2c3cc(C(=O)N(C)C)n(Cc4ccc(C)c(F)c4F)c3C[C@H]2CN1C(=O)c1ccccc1,3.9,-5
COc1ccc(C2=NN(CCC(=O)NC3CCCCC3C)C(=O)CC2)cc1 (stereo not drawn),2.2,-3
Cc1cc(N2CCNC[C@@H]2C)ccc1N1CCN(Cc2ccccc2)[C@@H](C)C1,3.8,-4
C[C@@H]1CN([C@H](C)CO)C(=O)CCCn2nncc2CO[C@@H]1CN(C)C(=O)Nc1ccnc(N2CCOCC2)c1,5.2,1
COc1cc(C)ccc1OCc1cc(C(=O)NC2CCOCC2)no1,-0.8,-2
COc1ccc(-c2nc3ccc(Br)cn3c2Cc2cccc(F)c2)cc1OC,0.2,-2
CC1=C(C(=O)N(C(C)C)C(C)C)CC(CC(=O)NC(c2ccccc2)c2ccccc2)C(=O)N1CCC1=CCCCC1 (stereo not drawn),4.4,-1
CN[C@H]1C[C@H]2c3[nH]c4ccc(-c5cccc(C)c5)cc4c3CCN2C[C@H]1[C@H](C)O,3.2,-2
CC1(C(=O)NS(=O)(=O)c2cccc(Cl)c2)CCN1C(=O)CC1CCCCC1 (stereo not drawn),1.3,1
CC1(C(=O)NS(=O)(=O)c2cccs2)CCN1C(=O)c1ccco1 (stereo not drawn),1.3,1
Cc1cccc(C)c1NC(=O)C1(C)CSCC(=O)N1Cc1cccs1 (stereo not drawn),1.0,0
CCc1c(O)nc(SCC(=O)Nc2c(C)cccc2C)n(-c2ccc(F)cc2)c1=O,0.8,1
COc1cc2c(cc1OC)C(=NO)CCCC2,0.8,-6
CN1CCN(C(=O)OC2CC3CC2[C@H]2CCCCN2C3=O)CC1 (stereo partly drawn),4.3,-1
CN1CCN(C2CN(Cc3ccccc3)S(=O)(=O)C2)CC1 (stereo not drawn),1.0,-4
O=C(O)c1ccc(CN2C[C@@H](CO)O[C@@H](n3cnc4c(N5CCOCC5)ncnc43)C2)cc1,4.0,-7
O=C(Nc1cccc(C(=O)O)c1)/C(=C\c1ccccc1)NC(=O)c1ccc(Br)o1,1.9,3
